# Screening data deposited in PubChem BioAssay by Johns Hopkins Ion Channel Center.
# Kir21 block: inhibitors of mouse Kir2.1 inward-rectifier potassium channel. HEK293-Kir2.1, FluxOR thallium flux fluorescence; stronger effect = lower value. Inward rectifier potassium channel 2 (Mus musculus), P35561. 0.85% of 310,000 active. B-score at 10 µM. AID 1672, 2009;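 active means fluorescence ratio B-score at or below minus 3 SD of library scores, with starting-brightness B-score within 2 SD, cut at about -4.2 in these data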;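 further: channel flux triggered by added potassium and thallium sulfate stimulus; B-score of peak minus minimum fluorescence over baseline after thallium stimulus; more negative B-score means stronger Kir2.1 block with less thallium influx; some compounds called inactive have numbers as strong as hits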
# Target sequence (P35561 whole entry, looked up): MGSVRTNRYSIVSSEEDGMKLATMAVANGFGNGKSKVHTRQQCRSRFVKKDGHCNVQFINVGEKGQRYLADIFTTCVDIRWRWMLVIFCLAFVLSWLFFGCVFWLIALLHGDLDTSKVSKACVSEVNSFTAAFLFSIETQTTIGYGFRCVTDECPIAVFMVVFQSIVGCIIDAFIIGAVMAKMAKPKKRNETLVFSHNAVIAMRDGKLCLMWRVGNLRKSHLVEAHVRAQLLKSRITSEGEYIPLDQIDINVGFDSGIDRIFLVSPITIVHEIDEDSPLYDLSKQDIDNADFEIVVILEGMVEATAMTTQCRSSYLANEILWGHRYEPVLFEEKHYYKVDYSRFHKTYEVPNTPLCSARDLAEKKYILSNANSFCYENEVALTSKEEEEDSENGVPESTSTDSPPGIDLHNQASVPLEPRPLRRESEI
# CHT inh: inhibitors of human choline transporter CHT. High affinity choline transporter 1 (Homo sapiens), Q9GZV3. CHT-expressing cells, membrane potential dye, choline response; stronger effect = lower value. B-score at 10 µM. 0.86% of 310,000 active;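 active means B-score over 3 SD under the library average, and starting fluorescence ratio not unusually high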;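 further: choline stimulus applied at its EC90 after an EC20 pre-addition; B-score computed on integrated fluorescence ratio after choline addition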
# Target sequence (Q9GZV3 whole entry, looked up): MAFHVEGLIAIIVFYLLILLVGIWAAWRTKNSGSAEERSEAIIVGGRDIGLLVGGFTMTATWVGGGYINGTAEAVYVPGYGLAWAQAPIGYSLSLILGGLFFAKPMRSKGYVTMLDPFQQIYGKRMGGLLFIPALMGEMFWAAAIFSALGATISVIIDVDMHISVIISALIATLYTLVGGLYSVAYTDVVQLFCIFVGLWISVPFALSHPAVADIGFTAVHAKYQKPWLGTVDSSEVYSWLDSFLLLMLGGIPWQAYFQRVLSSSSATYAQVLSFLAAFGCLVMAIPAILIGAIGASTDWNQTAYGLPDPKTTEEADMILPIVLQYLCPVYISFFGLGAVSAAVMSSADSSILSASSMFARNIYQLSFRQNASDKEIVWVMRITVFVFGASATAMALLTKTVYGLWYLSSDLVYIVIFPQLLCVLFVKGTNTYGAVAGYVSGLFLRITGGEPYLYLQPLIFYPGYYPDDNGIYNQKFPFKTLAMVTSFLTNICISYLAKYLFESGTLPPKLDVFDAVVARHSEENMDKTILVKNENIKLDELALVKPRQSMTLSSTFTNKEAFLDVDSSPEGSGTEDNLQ
# The depositor's hits bear a star; i = inactive; . = not tested or not shown.
SMILES,Kir21 block,CHT inh
CCCCC1=CC2=CC(=O)C(C)(OC(=O)CC)C(=O)C2=CN1CCc1c[nH]c2ccccc12 (stereo not given),2.2,i
COc1ccc(-c2csc3ncnc(N4CCN(S(=O)(=O)c5ccc(C)cc5)CC4)c23)cc1,-0.07,i
CCc1ccccc1N(CC(=O)N1CCCCCC1)S(C)(=O)=O,0.1,i
CC(C)(C=O)Cc1cc(C(C)(C)C)c(O)c(C(C)(C)C)c1,.,i
O=C(O)c1ccccc1/C=N/NC(=O)c1cc(-c2ccco2)nc2ccccc12,0.79,i
CC(C)CCNc1nc(N)c([N+](=O)[O-])c(NC2CCCCC2)n1,-0.36,i
CC1(Cc2ccc3c(c2)OCO3)NC(=O)NC1=O (stereo not given),-0.04,i
CCNc1nc(NC(C)C)nc(SCCOC(=O)c2ccccc2)n1,-1.4,i
CC(=O)c1ccc2c(c1)Cc1cc(C(C)=O)ccc1-2,0.04,i
COc1cc(C(N)=O)cc(Br)c1OCc1ccccc1,-1.3,i
O=C(CCC1CCCN(C(=O)CCN2CCCCC2=O)C1)NCc1ccccc1F (stereo not given),-0.07,i
COCCn1c(SCC(=O)Nc2ccc(OC)c(S(N)(=O)=O)c2)nc2ccccc2c1=O,0.34,i
CC1CCCCC1NC(=O)COC(=O)c1cc(=O)c2ccccc2o1 (stereo not given),1.1,i
CC12CCC(C(=O)Nc3ccccc3N3CCOCC3)(CC1=O)C2(C)C (stereo not given),0.42,i
O=c1c2ccccc2nc(CSc2nnnn2-c2ccccc2)n1-c1cccc(C(F)(F)F)c1,0.76,i
Cc1nn(-c2ccccc2)c2nc(C(Cl)(Cl)Cl)[nH]c(=O)c12,2.4,i
CCO/C=N/c1c(C#N)c(CC#N)nn1-c1ccccc1,0.39,i
Cc1ccsc1C(=O)N1CC=C(c2ccccc2)CC1,-0.23,i
CC(=O)c1ccc(N(CC(=O)NC2CCCCC2)C(=O)CNC(=O)c2cccs2)cc1,0.09,i
Cc1ccc(S(=O)(=O)N2CCN(C(=O)c3ccc([N+](=O)[O-])cc3)C2)cc1,-1.7,i
CCN1C(=O)C(CC(=O)Nc2ccc(OC)cc2)N(Cc2ccc(OC)c(OC)c2)C1=S (stereo not given),0.29,i
CC(=O)OCc1ccccc1Sc1ccccc1C(=O)NCc1ccccc1,-1.4,i
CN(CC(=O)Nc1ccccc1Cl)C(=O)c1cc(-c2cccs2)nn1-c1ccccc1,0.52,i
COc1ccc(/C=C/C(=O)OCC(=O)NCc2ccco2)cc1OC,-0.2,i
O=C1CSC(c2cn(-c3ccccc3)nc2-c2cc3ccccc3oc2=O)N1Cc1ccccc1 (stereo not given),-1.3,i
CC(C)CC(=O)Nc1sc2c(c1C(=O)O)CCCCC2,-0.01,i
Cc1ccccc1NC(=O)NC1CCS(=O)(=O)C1 (stereo not given),-0.43,i
CSc1nnc(NC(=O)c2cc3ccccc3oc2=O)s1,-0.73,i
CC1CCN(c2ccc([N+](=O)[O-])cn2)CC1,-1.4,i
NC(=O)CN1C(=O)/C(=c2\sc3nc(=O)c(Cc4ccccc4)nn3c2=O)c2ccccc21,0.07,i
O=[N+]([O-])c1cccc(-c2nnc(C34CC5CC(CC(C5)C3)C4)o2)c1,1.1,i
C[C@]12CCC(=O)C=C1C=C[C@@H]1[C@@H]2CC[C@@]2(C)[C@H]1CC[C@@]21CCC(=O)O1,0.99,i
Cc1cc(C(=O)N(C)CC(=O)Nc2ccccc2C(F)(F)F)c(C)o1,-1.3,i
O=C(NC(=S)Nc1ccc(F)c([N+](=O)[O-])c1)c1ccccc1F,0.22,i
O=C(NCc1ccco1)C(Cc1ccccc1)NS(=O)(=O)c1cccc2nsnc12 (stereo not given),-0.02,i
Cc1cccc(Cl)c1NC(=S)N1CCN(c2ccc([N+](=O)[O-])cn2)CC1,-0.26,i
Cc1ccc(OCC(=O)O/N=C(\N)c2cccc([N+](=O)[O-])c2)cc1C,-1,i
Cn1c(=O)[nH]c(=O)c2c1nc(CN(Cc1ccccc1)Cc1ccccc1)n2CCN1CCOCC1,-0.06,i
C=CCn1c(CNC(=O)c2cccs2)nnc1SCC(=O)Nc1ccc(C(=O)O)cc1,-2.9,i
Cc1ccccc1NC(=O)NC1(C(=O)NCCCN2CCOCC2)CCCCC1,-0.25,i
CCCN1CNc2c(c(=O)[nH]c(=S)n2-c2ccc(Cl)cc2)C1,-2.6,i
O=C(O)c1ccc(-c2ccc(/C=C3\NC(=O)N(Cc4ccc(Cl)cc4)C3=O)o2)cc1Cl,-0.76,.
COc1ccc(C(C#N)(CC(=O)O)c2cnccn2)cc1OC (stereo not given),-2.5,i
COc1cc(/C=C(/C(=O)c2cccs2)c2nc3ccccc3[nH]2)cc(OC)c1O,-2.8,i
CC(=O)N(C)C1(c2nnnn2CCOC(=O)Nc2cccc3ccccc23)CCCC1,0.35,i

# One compound at a time (already shown):
# Shown for CC(=O)c1ccc2c(c1)Cc1cc(C(C)=O)ccc1-2 : Kir21 block: 0.04; CHT inh: i
# Shown for CC12CCC(C(=O)Nc3ccccc3N3CCOCC3)(CC1=O)C2(C)C (stereo not given) : Kir21 block: 0.42; CHT inh: i

# Exported with bars between the fields: entries from further up.
SMILES | Kir21 block | CHT inh
O=C1CSC(c2cn(-c3ccccc3)nc2-c2cc3ccccc3oc2=O)N1Cc1ccccc1 (stereo not given) | -1.3 | i
CC(C)CCNc1nc(N)c([N+](=O)[O-])c(NC2CCCCC2)n1 | -0.36 | i

# 3 successive records already listed, for reference:
SMILES,Kir21 block,CHT inh
CCCCC1=CC2=CC(=O)C(C)(OC(=O)CC)C(=O)C2=CN1CCc1c[nH]c2ccccc12 (stereo not given),2.2,i
COc1ccc(-c2csc3ncnc(N4CCN(S(=O)(=O)c5ccc(C)cc5)CC4)c23)cc1,-0.07,i
CCc1ccccc1N(CC(=O)N1CCCCCC1)S(C)(=O)=O,0.1,i

# Continued.
SMILES,Kir21 block,CHT inh
COc1ccsc1C(=O)Nc1ccc(F)cc1F,0.68,i
Cc1cccc(NC(=O)CCc2c(C)nn(-c3ccc(N4CCCCC4)nn3)c2C)c1,-0.25,i
COc1ccc(CCC(=O)OCC(=O)Nc2c(C)nn(-c3ccccc3)c2C)cc1,1.1,i
COC(=O)c1sccc1NC(=S)N1CCN(C)CC1,-0.04,i
O=C1COc2ccc(-c3n[nH]c(=O)c4ccccc34)cc2N1,-1.1,i
S=c1nc2ccccc2c2nc(-c3cccnc3)[nH]n12,1.6,i
COc1ccc(C(=O)NNC(=O)C(=O)NC(C)c2ccccc2)cc1OC (stereo not given),0.7,i
CCC1(C)CC2(CCCN(CCC(=O)c3ccccc3)C2)CCO1 (stereo not given),1.9,i
COc1cccc(NC(=S)NCCc2ccccn2)c1,0.04,i
CCOC(=O)/C(C#N)=C\C1=C(N2CCCC2)CC(C)(CC)OC1 (stereo not given),-3.1,i
O=C(NCCCO)Nc1ccc2nc(-c3ccco3)c(-c3ccco3)nc2c1,.,i
Cc1ccc(CN2CCN(/N=C/c3cc(Br)cc(Br)c3O)CC2)c(C)c1,0.23,i
O=C(Nc1nnc(C2CCCCC2)s1)c1cccs1,-2.5,i
CCCOC(=O)CSc1nnc(-c2cc(OC)c(OC)c(OC)c2)o1,0.41,i
NS(=O)(=O)c1ccc(CNS(=O)(=O)c2ccc(Cl)nc2)cc1,-0.02,i
COc1ccc(NS(=O)(=O)c2ccc(NS(=O)(=O)c3cccs3)cc2)cc1,0.88,i
CCOc1cc(S(=O)(=O)N2CCN(CC)CC2)ccc1Cl,-1.8,i
c1ccc(CN2C3=NCCCN3c3ccccc32)cc1,-1.7,i
CCOC(=O)N1CCN(C(=O)c2cc(COc3ccc(Cl)cc3OC)on2)CC1,-0.32,i
COc1ccc(CCNC(=O)C2CCN(C(=O)c3cccc(Cl)c3)CC2)cc1OC,-1.1,i
O=C(NCCc1c[nH]c2ccccc12)C(=O)NCC1OCCCN1S(=O)(=O)c1ccccc1 (stereo not given),0,i
CCCC(=O)Nc1ccc(C(=O)NCC2CCCO2)cc1 (stereo not given),0.1,i
CC(=O)OCCNC(=O)Cn1cnc2c1c(=O)n(C)c(=O)n2C,-1.3,i
O=C(Cn1c(NCCO)nc2ccccc21)NCC1CCCO1 (stereo not given),1.4,i
COc1cnc(-c2ccccc2)nc1Oc1cccc(C)c1,-1.6,i
O=C(O)CCc1nc2cc3ccccc3cc2[nH]1,-1.5,i
CCN(CC)c1ccc(/C=N/NC(=O)c2ccc(Br)o2)cc1,-0.81,i
O=C(COC(=O)c1cccc(Cl)c1)NCCN1C(=O)CSC1=O,-1.3,i
COc1cccc(-c2ccc(SCC(=O)N3CCc4ccccc43)nn2)c1,0.23,i
O=C(COc1ccc(S(=O)(=O)N2CCOCC2)cc1Cl)NCc1ccccn1,-0.82,i
S=c1nc[nH]c2c1cnn2-c1ccccc1,-1.1,i
Cc1ccnc(SCC(=O)N2CCc3ccccc32)n1,0.98,i
Cc1cc(C(=O)Nc2ccc(S(=O)(=O)N3CCCC3)cc2)cs1,1.7,i
Cc1ccc(C)c(CN2C(=O)C3(OCCCO3)c3ccccc32)c1,0,i
O=C1NN(c2ccccc2)C(=O)/C1=C\c1ccc(-c2cc([N+](=O)[O-])ccc2O)o1,2.1,.
CCN(CCCNC(=O)CCc1nc(-c2ccc(C)cc2)no1)c1cccc(C)c1,-1.8,i
CC(=O)N1CCN(c2ccc(NC(=O)c3ccc([N+](=O)[O-])cc3)cc2)CC1,0.38,i
O=C1CC(=O)N(c2ccccc2)N1c1ccccc1,0.18,i
Cc1c(CBr)[n+](=O)c2c(n1[O-])C(Br)CCC2Br (stereo not given),0.07,i
Nc1c(C(=O)Nc2nc3ccccc3s2)sc2nc(-c3cccs3)ccc12,-1.8,i
Cc1cccc(Cn2c(=O)c3c(nc4n3CCCN4Cc3ccccc3)n(C)c2=O)c1,-1.3,i
CC(=O)NCCc1ccc(S(=O)(=O)NC2OC(=O)c3ccccc32)cc1 (stereo not given),-0.09,i
CCC(=O)Nc1ccc(C(=O)CSc2nnc(-c3ccc(NS(C)(=O)=O)cc3)n2C)cc1OC,2,i
Cc1ccc(NC(=S)NNC(=O)c2c([N+](=O)[O-])c(C)nn2C)cc1,0.31,i
Cc1ccc(C(=O)NC(Cc2c[nH]c3ccccc23)C(=O)O)o1 (stereo not given),0.43,i
COc1ccc(NC(=O)c2sc3nc(C)nc(N4CCOCC4)c3c2C)c(OC)c1,0.47,i
Cc1cccc(N2CCN(C(=O)CCS(=O)(=O)c3ccc4c(c3)NC(=O)CO4)CC2)c1C,0.36,i
CCC(Oc1ccc(C)cc1)C(=O)Nc1ccc2c(c1)n(C)c(=O)n2C (stereo not given),0.34,i
C=C(C)CN(CC)C(=O)CCc1nnc(CCc2c[nH]c3ccccc23)o1,-1.3,i
CC(C)CC(C(=O)O)N1C(=O)C2C3C=CC(C2C1=O)C1C(=O)N(C(CC(C)C)C(=O)O)C(=O)C31 (stereo not given),1,i
CCOC(=O)c1c(NC(=O)c2c(-c3ccccc3)noc2C)sc(C)c1-c1ccccc1,3,i
O=S(=O)(N/N=C/c1ccc(N2CCOCC2)cc1)c1ccccc1,1.4,i
Cc1ccc[n+](CC(=O)c2ccc(Cl)cc2)c1,1.2,-11*
COc1ccc(/C=C/C(=O)NC(=S)NCC2CCCO2)cc1 (stereo not given),-1.6,i
Cc1cc(C)c(S(C)(=O)=O)c(NN)n1,0.83,i
COc1cc(/C=C/C(=O)OCC(=O)c2c(N)n(C)c(=O)n(C)c2=O)ccc1OCC#N,0.77,i
COc1ccc(C2C(C#N)=C(N)Oc3cc(O)ccc32)cc1OC (stereo not given),-0.65,i
O=C(CCc1nnc2ccc(N3CCOCC3)nn12)Nc1ccc(F)cc1F,0.06,i
CC(C)C(=O)Nc1nnc(-c2ccccc2)o1,0.57,i
CC/C(=N\NC(=S)Nc1cc(C)ccc1C)c1ccc(OC(F)F)cc1,-0.01,i

# Shown bar-delimited: part of the list above
Structure | Kir21 block | CHT inh
C=C(C)CN(CC)C(=O)CCc1nnc(CCc2c[nH]c3ccccc23)o1 | -1.3 | i
CC(C)CC(C(=O)O)N1C(=O)C2C3C=CC(C2C1=O)C1C(=O)N(C(CC(C)C)C(=O)O)C(=O)C31 (stereo not given) | 1 | i

# Next part.
SMILES,Kir21 block,CHT inh
NC(=O)c1ccsc1NC(=O)CCS(=O)(=O)c1ccc(F)cc1,-0.14,i
Cc1onc(-c2ccccc2)c1C(=O)NCCc1c[nH]c2ccccc12,-2.8,i
COc1cc(C2Nc3ccccc3C(=O)N2c2ccc3c(c2)OCCO3)ccc1OCC(C)C (stereo not given),1.8,i
CN1CCN(S(=O)(=O)c2ccc(-c3ccccc3)cc2)CC1,0.89,i
CCC(=O)c1ccc(OCC(=O)O)c(OC)c1,0.66,i
O=C(O)c1csc(-c2ccc(Cl)cc2)n1,0.33,i
COc1ccc(NC(=O)CSc2nccn2-c2cccc(OC)c2)cc1,-0.51,i
O=c1oc2c(O)cccc2cc1-c1nc2ccccc2[nH]1,-3.6,i
CC(=O)Nc1ccc(S(=O)(=O)NC(C)C(=O)NC(C)c2ccccc2)cc1 (stereo not given),0.02,i
CCNS(=O)(=O)c1ccc(NC(=O)Nc2cccc(OC)c2)cc1,0.2,i
CCc1nnc(NC(=O)CN2CCN(Cc3cccc(F)c3)CC2)s1,1.1,i
O=C(Oc1cc(=O)oc2c1c(=O)n1c3c(cccc23)CC1)c1ccc(F)cc1,0.01,i
O=C(CSc1nnc(-c2ccc(Cl)cc2Cl)n1C1CCCCC1)NC1CCS(=O)(=O)C1 (stereo not given),0.73,i
CC1C(C#N)=C(N)OC2=C1C(=O)CC(C)(C)C2 (stereo not given),-0.04,i
CCOc1ccc(S(=O)(=O)NCCCN2CCCC2=O)cc1,-0.31,i
Cc1nc2cc(-c3cccc(F)c3)nn2c(N2CCN(C(=O)c3ccco3)CC2)c1C,-0.05,i
OC(COCc1ccc(Cl)cc1)CN1CCc2ccccc2C1 (stereo not given),-3.7,i
